# UGM FP inh: blocks M. tuberculosis UGM enzyme | purified UGM, fluorescence polarization probe displacement | 320,000 tested, 0.06% active | inhibition, % at 10 µM; in the data active = inhibition above about 10%, passing the limit was not always enough
# * marks the source's active call; other numbers are inactive results.
SMILES,UGM FP inh
COc1ccccc1OCCNCC(O)COc1cccc2[nH]c3ccccc3c12 (centres undefined),-1.1
CCCCCCc1ccc(O)cc1O,-2.0
CCC(=O)O[C@]1(C(=O)SCF)[C@H](C)C[C@H]2[C@@H]3C[C@H](F)C4=CC(=O)C=C[C@]4(C)[C@@]3(F)[C@@H](O)C[C@@]21C,1.8

# Three structures from above, ordered by molar mass, ascending.
SMILES,UGM FP inh
CCCCCCc1ccc(O)cc1O,-2.0
COc1ccccc1OCCNCC(O)COc1cccc2[nH]c3ccccc3c12 (centres undefined),-1.1
CCC(=O)O[C@]1(C(=O)SCF)[C@H](C)C[C@H]2[C@@H]3C[C@H](F)C4=CC(=O)C=C[C@]4(C)[C@@]3(F)[C@@H](O)C[C@@]21C,1.8

# An excerpt; count on the stated rates, not on these rows.
